Assay outcomes as filed in PubChem BioAssay.
BCR signal inh = inhibitors of chronic active B-cell receptor signaling. ABC-DLBCL IkBa-CBG/CBR reporter, luminescence ratio, 4 h. AID 493014. hit rate 0.05% among 340,000. Potency, µM (series often up to 46.1 µM), inactives show at the highest dose ratio change, negative = lower green/red ratio, actives largely listed as inhibitors; active = well fitted inhibition curve with a large enough effect in the signal ratio, with a control signal flat, not every such curve was filed as active; inconclusive = small, poorly fitted or top-dose-only effect, or effect the other way, or a change in a side signal; the % refers to the signal ratio;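 also: potency is read from the fitted curve at half-maximal effect; plate controls were basal doxycycline-induced cells for no effect and cells given 10 µM MG132 for full effect; MG132 reads +100%, hits lower the ratio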
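Compounds up to 46 uM were incubated four hours with TMD8 cells whose green CBG68 luciferase is fused to IkappaBalpha; red CBR luminescence normalised the signal, and concentration-effect curves were fitted to fusion, red and ratio data.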
FBPA coupling cs = counter-screen for Giardia aldolase inhibitors: coupling enzyme system. coupling enzyme system counterscreen, AmpLite Red fluorescence. activity change, negative = inhibition, % at 58.2 µM, hits read low. hit rate 0.67% among 290,000; in the data active = activity change below about -30%; also: % is scaled to controls: 0 for no effect and ±100 for the full control effect
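Final compound at 57.5 uM, incubated 10 min at RT with coupling enzyme reagent (glyceraldehyde-3-phosphate), then 20 min with substrate and AmpLite Red detection. Fluorescence read at 525/598 nm; tests interference with the coupling assay, not aldolase inhibition.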
Tb PFK block = blocks T. brucei phosphofructokinase; O15648; T. brucei PFK, ADP-Glo luminescence; Potency, µM (doses to about 57.5 µM), for the others: at the highest dose activity, negative = inhibition, actives largely listed as inhibitors; hit rate 0.17% among 330,000;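 also: potency is read from the fitted curve at half-maximal effect; 0% = uninhibited 1x PFK enzyme wells and -100% = no-enzyme wells; nearly all actives have a fitted effect of over 60% in size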
Target sequence (O15648 whole entry, looked up): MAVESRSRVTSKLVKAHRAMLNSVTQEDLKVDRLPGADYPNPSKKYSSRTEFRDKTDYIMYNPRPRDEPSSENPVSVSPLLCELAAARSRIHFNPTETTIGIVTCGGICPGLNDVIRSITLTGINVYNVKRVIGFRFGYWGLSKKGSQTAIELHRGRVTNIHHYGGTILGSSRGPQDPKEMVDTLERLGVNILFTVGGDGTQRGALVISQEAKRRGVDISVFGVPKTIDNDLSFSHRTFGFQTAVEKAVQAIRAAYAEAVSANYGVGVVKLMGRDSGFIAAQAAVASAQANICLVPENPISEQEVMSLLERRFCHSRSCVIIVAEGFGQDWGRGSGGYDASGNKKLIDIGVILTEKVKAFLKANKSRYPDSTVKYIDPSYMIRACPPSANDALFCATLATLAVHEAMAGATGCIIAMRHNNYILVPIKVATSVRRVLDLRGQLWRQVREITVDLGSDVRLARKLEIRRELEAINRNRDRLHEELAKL
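Compounds were pin-transferred as a titration series up to 57 uM into substrate buffer (0.5 mM F6P, 0.1 mM ATP, pH 8.0), then 1.25 nM PFK was added and reactions ran 45 min before ADP-Glo detection.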
PTAP TSG101 blk = blocks PTAP/TSG101 interaction to inhibit HIV-1 budding | Q99816 | Fluorescence polarization, FITC-PTAP peptide / Tsg101 binding | Potency, µM (titrated, usually from 115 µM), for the others: at the top dose activity change, negative = inhibition, actives largely listed as inhibitors | 340,000 tested, under 10 active | AID 493005; active = well fitted inhibition curve with a large enough effect in the main read-out, with a control signal flat, not every such curve was filed as active; inconclusive = small, poorly fitted or top-dose-only effect, or effect the other way, or a change in a side signal; inactive = no such curve, though single readings can be large or run the other way; also: potency is read from the fitted curve at half-maximal effect; % of control where 0% means no effect
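Tsg101 binding domain (10 uM final) was mixed with compound and a FITC-labeled PTAP peptide (50 nM final) in HEPES pH 7.5 buffer with NaCl, Tween 20, EDTA and TCEP; fluorescence polarization was read after 20 min at r.t.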
Giardia kill = Giardia lamblia killing; activity change, % at 7.66 µM, hits read low; Giardia lamblia trophozoite viability; hit rate 0.15% among 340,000; in the data active = activity change below about -80%; inconclusive = between about -30% and that limit;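 also: parasites exposed to compound for two days anaerobically before the ATP read; % is scaled to controls: 0 for no effect and ±100 for the full control effect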
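Anaerobic 48 hrs incubation at 37 deg C of 100 trophozoites/well with test compounds; ATPLite 1-Step luminescence, 15-30 min RT, reports cellular ATP as viability.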
ASM inhibitor = blocks human secretory acid sphingomyelinase | placental ASM, HMU-PC fluorogenic substrate, 60 min | Potency, µM (titrated, usually from 57.5 µM), for inactives: top-dose activity change, negative = inhibition, hits mostly inhibitors | hit rate 0.006% among 340,000; also: potency is read from the fitted curve at half-maximal effect
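Human placenta-derived ASM enzyme was preincubated with compound for 10 minutes at room temperature, then given fluorogenic substrate HMU-PC0 (9 uM final) for 60 minutes at 37 °C; a pH 10 stop preceded fluorescence reading at Ex 386/Em 447 nm.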
Integrin act MD = activates integrin-mediated alleviation for muscular dystrophy; alpha7betagal myoblasts, beta-gal FDG fluorescence, 48 h; Potency, µM (titrated, usually from 38.3 µM), without a hit: top-dose activation, hits mostly activators; hit rate 0.064% among 350,000;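 also: potency is read from the fitted curve at half-maximal effect; 100% = response of the positive control SU9516; nearly all actives have a fitted effect of over 60% in size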
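Alpha7betagal+/- myoblasts (passage 13) were plated 16-24 hr, then exposed to compounds (1:260 dilution of DMSO stock) for 48 hours at 37C. After MPER lysis, β-galactosidase reporter activity was read as FDG fluorescence (ex 480/em 540) after 30 minutes.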
PKM2 act = PKM2 (human) enzyme activation | P14618 | purified PKM2, Kinase-Glo ATP luminescence, activation; response scale: 0% is enzyme alone, no compound | Potency, µM (doses to about 57.5 µM), for the others: at the highest dose activation, usual class: activators | hit rate 0.34% among 260,000 | AID 1631; also: potency is read from the fitted curve at half-maximal effect; % is scaled to controls: 0 for no effect and ±100 for the full control effect; nearly all actives have a fitted effect of over 55% in size
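Purified hPK-M2 (>95% pure) converted ADP (0.1 mM final) to ATP with 0.5 mM PEP in 50 mM imidazole pH7.2, KCl, MgCl2, Tween 20, BSA; 1 h at room temperature. ATP detected by Kinase-Glo luminescence.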
B2AR arrestin = recruits beta-arrestin to the human beta2-adrenergic receptor; P07550; beta-arrestin recruitment to beta2AR, cell-based reporter; Potency, µM (highest dose often 46.1 µM), for the others: at the highest dose activation, most hits filed as activators; hit rate 0.02% among 330,000; AID 492947;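 also: potency is read from the fitted curve at half-maximal effect; 0% = DMSO controls and full agonism = EC100 isoproterenol or metaproterenol; nearly all actives have a fitted effect of over 65% in size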
GALK inh = galactokinase (human) inhibition | AID 1868 | Purified GALK, Kinase-Glo residual ATP luminescence | P51570 | hit rate 0.007% among 270,000 | Potency, µM (highest dose often 57.5 µM), for the others: at the top dose activity change, negative = inhibition, usual class: inhibitors; also: potency is read from the fitted curve at half-maximal effect; % is scaled to controls: 0 for no effect and ±100 for the full control effect
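GALK at 5 nM final was combined with compound, 35 uM ATP and 100 uM galactose in HEPES pH8.0 with MgCl2 and DTT. The reaction ran one hour at room temperature before luminescent ATP detection.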
Menin-MLL TR inh = menin-MLL binding inhibition, Texas Red mutant peptide; O00255; Potency, µM (doses to about 61.6 µM), for the others: top-dose FP activity change, negative = inhibition, usual class: inhibitors; hit rate 0.23% among 270,000; Menin + Texas Red MLL mutant peptide, fluorescence polarization; active = well fitted inhibition curve with a large enough effect in the polarisation, with a control signal flat, not every such curve was filed as active; inconclusive = small, poorly fitted or top-dose-only effect, or effect the other way, or a change in a side signal; inactive = no such curve, though single readings can be large or run the other way; the % refers to the polarisation; also: potency is read from the fitted curve at half-maximal effect; % of control where 0% means no effect; many of its hits are not listed in these tables
Target sequence (O00255 whole entry, looked up): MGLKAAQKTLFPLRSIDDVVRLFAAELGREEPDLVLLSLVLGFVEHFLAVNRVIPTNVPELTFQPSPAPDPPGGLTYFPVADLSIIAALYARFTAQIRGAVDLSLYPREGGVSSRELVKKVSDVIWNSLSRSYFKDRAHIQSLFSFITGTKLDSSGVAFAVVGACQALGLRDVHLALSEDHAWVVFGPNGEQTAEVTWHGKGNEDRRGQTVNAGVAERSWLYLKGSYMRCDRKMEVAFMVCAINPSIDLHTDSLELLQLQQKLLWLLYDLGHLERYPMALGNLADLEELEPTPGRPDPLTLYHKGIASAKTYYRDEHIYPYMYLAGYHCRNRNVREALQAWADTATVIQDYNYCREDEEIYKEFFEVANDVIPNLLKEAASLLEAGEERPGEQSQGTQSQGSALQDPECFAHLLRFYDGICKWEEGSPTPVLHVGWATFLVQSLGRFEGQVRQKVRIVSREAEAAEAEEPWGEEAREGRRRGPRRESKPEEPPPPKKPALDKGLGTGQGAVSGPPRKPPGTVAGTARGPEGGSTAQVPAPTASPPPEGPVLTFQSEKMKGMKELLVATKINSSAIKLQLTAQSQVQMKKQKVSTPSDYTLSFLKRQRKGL
Active calls of the source: *; u = inconclusive; x = not tested or not shown; & = joins results of further samples; [ ] = another dose, or the depositor's remark. Unless noted, calls follow the shape of the dose curve; as a rule, active = well fitted curve in the direction sought with a large enough effect; inconclusive = small, poorly fitted or top-dose-only effect, or another doubt; inactive = no such curve, though single readings can be large; an effect the other way counts as inactive or inconclusive. This is a subset. The share of hits here may be higher or lower than overall.

| Compound | BCR signal inh | FBPA coupling cs | Tb PFK block | PTAP TSG101 blk | Giardia kill | ASM inhibitor | Integrin act MD | PKM2 act | B2AR arrestin | GALK inh | Menin-MLL TR inh |
| --- | --- | --- | --- | --- | --- | --- | --- | --- | --- | --- | --- |
| O=Cc1c(N2CCSCC2)nc2ccccn2c1=O | 1.9% | -1.0 | -1.2% | 0.9% | -5.3 | -7.6% | 33.5% | 3.5% | -0.9% | -0.9% | x |
| CCOC(=O)N1CCN(S(=O)(=O)N2CCCC(C(=O)NCc3ccccc3OC)C2)CC1 (centres undefined) | 10.4%&-1.6% | x | 0.5% | -0.9% | -1.8 | 4.3% | -6.3% | x | -0.1% | 2.6% | x |
| Cc1ncc(CO)c(/C=N/NC(=S)Nc2ccc(F)cc2)c1O | -10.7% | -11.3 | 9.1% | -0.1% | -7.4 | 84.3%[activator] | -20.1% | -9.1% | -2.7% | 0.9% | 11.1% |
| CC(=O)c1cccc(NC(=O)c2sc3nc4n(c(=O)c3c2C)CCCCC4)c1 | 1.7% | x | -2.3% | 1.6% | 18.5 | -3.9% | 8.5% | x | 0.1% | 5.1% | x |
| COc1ccc(OC)c(CCNC(=O)Cn2sc3nc(C)cc(C)c3c2=O)c1 | u | 3.4 | 2.39µM* | x | x | x | x | -6.9% | -0.3% | 2.0% | -17.8% |
| CCc1cc2c(Sc3nc4ccccc4s3)ncnc2s1 | u | 3.1 | 3.8% | 0.6% | -2.0 | -3.6% | -58.5%[inhibitor] | -1.6% | 0.1% | -0.4% | 11.2% |
| CCOC(=O)C1CCN(C(C(=O)NC2CCCC2)c2ccc(C)cc2)CC1 (centres undefined) | 9.9% | -4.1 | 4.3% | 1.2% | -19.9 | 1.1% | -2.7% | -11.5% | 1.9% | 1.6% | 2.7%[11.7 µM] |
| COC(=O)c1ccccc1NC(=O)c1ccc(-c2cccc(Cl)c2)o1 | u | 4.1 | -3.5% | -10.7% | -2.4 | -1.1% | 15.6% | 1.4% | -0.2% | 0.0% | 1.4% |
| CCN1CCN(CC(O)COc2ccc(C)c(C)c2)CC1 (centres undefined) | 3.3% | 0.1 | 3.2% | 0.6%&-0.6% | -1.4&-0.8 | 4.0%&3.8% | 9.6%&25.2% | 1.6% | -1.1% | 1.4% | -4.8% |
| CN(C)/C=C(/C(=O)c1ccc(Cl)cc1)S(=O)(=O)c1ccc(Cl)cc1 | -6.2% | 5.1 | -4.4% | -5.2% | -6.8 | 1.1% | 4.7% | -2.7% | -0.1% | -0.7% | x |
| O=C(CSc1nc2ccccc2c(=O)n1-c1ccc(OC(F)F)cc1)NCc1cccs1 | u | 2.0 | 0.0% | 1.3% | 10.3 | -4.4% | -30.5% | -1.6% | -1.1% | 0.2% | -2.2% |
| COc1ccc(C)cc1NS(=O)(=O)c1ccc2c(c1)n(C)c(=O)n2C | -1.5% | 2.5 | 1.2% | -2.9% | 5.9 | 4.1% | 0.9% | 10.8% | -0.9% | -0.2% | -6.1% |
| CSc1ccccc1OCc1cc(C(=O)NC2CCOC2)no1 (centres undefined) | -12.3% | 0.2 | -9.8% | -2.8% | -3.9 | -3.4% | 29.4% | x | 0.1% | 0.3% | -2.4% |
| O=S1(=O)CCN2C=Nc3sc4c(c3C2=N1)CCCC4 | -13.2% | -0.4 | -1.6% | -3.4% | -6.4 | -0.2% | -3.4% | 17.7% | -0.2% | 3.6% | -16.1% |
| COc1ccc(NC(=O)c2ccccc2C)cc1 | u | 1.0 | 1.5% | -5.4% | -27.1 | 4.3% | 42.7% | -14.9% | -3.2% | 2.9% | -6.2% |
| COc1ccc(-n2nc(C(=O)NCC(=O)NCCC3=CCCCC3)c3ccccc3c2=O)cc1OC | -0.7% | 0.2 | 4.8% | -0.2% | 20.6 | -5.6% | -28.2% | 29.8% | -0.1% | 5.6% | 1.1% |
| Cc1ccc(-c2c3c(=O)n(C)c(=O)n(C)c3cn2-n2cnnc2)cc1 | u | 1.0 | -4.7% | 0.9% | -6.5 | -3.2% | -2.8% | 21.5% | u | 1.6% | 6.0% |
| COc1ccccc1NC(=O)CSc1nc2sc(C)c(C)c2c(=O)n1C | 3.7% | 2.0 | 0.5% | -0.7% | 16.4 | -15.3% | -10.9% | 11.1% | -0.4% | 8.6% | u |
| Cc1ccc2nc(SCC(=O)Nc3cccc4ccccc34)nc(=O)n2c1 | u | x | -3.8% | -4.0% | -5.5 | -0.4% | -0.4% | x | -0.5% | x | x |
| COC(=O)c1ccc(Cn2c(O)c(N=NC(N)=S)c3ccccc32)o1 | u | -0.5 | -28.7% | -1.1% | 22.7 | -13.9% | 20.6% | -3.1% | -0.3% | x | x |
| O=C(Nc1nc(-c2cccnc2)cs1)c1ccccc1F | -14.8% | 1.1 | 0.0% | -4.3% | 9.1 | 4.8% | 0.0% | -7.7% | -0.1% | 1.9% | 0.5% |
| CCN(CC)CCN1C(=O)C(O)=C(C(=O)c2cc3ccccc3o2)C1c1cccnc1 (centres undefined) | 0.7% | 8.4 | -0.7% | 1.9% | 2.9 | -0.6% | -7.0% | -0.1% | -0.1% | 4.9% | 1.1% |
| Cc1ccc(OCCn2ccc(=O)[nH]c2=O)cc1C | -4.3% | -3.1 | -2.6% | -3.3% | 1.7 | -0.1% | -20.6% | 0.4% | -0.2% | 0.8% | -27.8% |
| C=CCNC(=S)N/N=C(\C)c1cc(OC)c(OC)c(OC)c1 | u | 2.0 | 8.7% | -3.7% | -1.7 | 9.3% | 34.7% | 5.1% | 4.6% | 0.9% | 7.5% |
| COc1ccc(C2(C(=O)Nc3ccc(C)cc3)CCOCC2)cc1 | u | 2.2 | -7.4% | 0.0% | -10.5 | -0.6% | -2.9% | -0.9% | -0.7% | -0.8% | 20.1% |
| COc1ccc(C(=O)C2CCCN(Cc3sc(N4CCCC4)nc3Cl)C2)c(OC)c1 (centres undefined) | -12.2% | -1.0 | -1.5% | -2.0% | 5.7 | -0.5% | -48.0%[inhibitor] | -2.0% | -0.7% | 5.6% | -9.0% |
| CN1CCN(Cc2coc3c(Cl)cc(Cl)cc3c2=O)CC1 | -1.4% | 0.6 | -1.5% | -6.7% | -0.9 | -2.2% | -7.8% | 4.4% | -0.4% | 3.6% | -11.3% |
| CC(=O)NC(Nc1nc2c(s1)CCCC2)(C(F)(F)F)C(F)(F)F | -10.4% | -0.1 | -1.5% | -9.2% | -5.9 | 7.1% | -36.3% | -1.6% | -0.5% | x | -2.3% |
| Cc1ccc(NC(=O)c2cccc(NC3=NC4CS(=O)(=O)CC4S3)c2)cc1 (centres undefined) | -9.1% | -1.4 | 2.2% | -0.9% | 6.4 | 1.0% | 5.8% | 2.8% | 0.2% | x | 0.1% |
| CCOC(=O)N1CCN(C(=O)COc2ccc3oc4c(c3c2)CCCC4)CC1 | -16.2% | x | 7.4% | -3.3% | 9.2 | x | -8.7% | x | 0.3% | x | x |
| Cn1ccc(C(=O)N/N=C/c2cccnc2)n1 | -24.9% | 1.6 | -23.6% | -0.5% | 5.8 | -1.6% | -13.8% | -13.3% | -0.2% | -0.5% | -17.5% |
| CC1Sc2ccc(S(=O)(=O)NCCc3ccccc3)cc2NC1=O (centres undefined) | 7.1% | x | -4.1% | -9.1% | u | -1.0% | 10.3% | x | 0.5% | -1.7% | x |
| C=CCN1/C(=C2/SC(=S)N(C)C2=O)Sc2ccccc21 | -0.1% | -1.2 | 3.3% | x | x | x | x | 3.3%[11.5 µM] | -0.5% | -0.6% | u |
| CCOC(=O)CSc1nc2sc3c(c2c(=O)n1-c1ccccc1)CCN(C)C3 | u | 5.4 | 0.5% | -5.1% | 8.0 | 12.1% | 0.0% | 8.9% | 0.5% | -0.1% | -12.8% |
| Cc1cccc(C#Cc2ccccc2)n1 | u | 0.2 | -15.6% | -5.9% | -11.1 | 4.0% | x | x | 0.0% | x | -4.6% |
| CCOc1ccc2nc(NC(=O)CSc3nc4c(c(=O)n(C)c(=O)n4C)n3CC)sc2c1 | 1.1% | 3.8 | 4.9% | -0.4% | -6.2 | -2.7% | -2.6%[7.66 µM] | 4.2% | -0.4% | 0.3% | -10.8% |
| COc1ccccc1CCC(=O)N(C)CC(=O)Nc1ccc(F)cc1 | 0.6% | x | 4.7% | -12.5% | 3.5 | 2.6% | u | -10.5% | -0.9% | -5.1% | x |
